Screening results from PubChem.
Cardio protect = myocardial damage modulation in H9c2 cells; H9c2 cardiomyocytes, H2O2 injury protection, ATPLite, 2 h; protection from H2O2 cell death, % at 20 µM; actives 0.63% (n = 360,000); AID 588492;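 active = compounds giving at least 50% protection of heart cells from peroxide-induced death in the single-dose screen, raw or plate-pattern-corrected value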;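 note: 0% = DMSO wells with peroxide and 100% = DMSO wells without peroxide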
Glyco luc inh = blocks N-linked glycosylation in D54 reporter cells | D54 ERlucT glycosylation luciferase reporter, 24 h; percent of 100 nM tunicamycin response | reporter increase, % at 12.5 µM | actives 0.23% (n = 360,000);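 active = mean luciferase reporter signal, scaled so untreated is 0 and the glycosylation-blocking control 100, at or above a set limit in every replicate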;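 note: luciferase carries N-glycosylation sites so blocking glycosylation raises the light; 0% = median of neutral control wells and 100% = median of 100 nM tunicamycin wells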
iPSC survival up = increases survival of single human iPS cells. hiPSC single-cell survival, ATPlite luminescence; 100% = ROCK inhibitor wells, 0% = DMSO. survival enhancement, % at 20 µM. actives 0.044% (n = 360,000). AID 602274; in the data active = survival enhancement above about 18%;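 note: cells exposed to compounds for 16 hours before the ATP read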
Granule exo inh = blocks lytic granule exocytosis. inhibition, % at 10 µM. TALL-104 LAMP-1 surface exposure, flow cytometry; cells stimulated with thapsigargin and PMA. actives 0.66% (n = 360,000). AID 651702;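 active = inhibition above about 55%, limit read from the data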
ABCB6 inh MLPCN = human ABCB6 transporter inhibition. Q9NP58. K562-ABCB6 porphyrin accumulation, flow cytometry, 1 h; hits give low values. fluorescence ratio to DMSO, % at 10 µM. actives 0.19% (n = 360,000);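 active = fluorescence ratio to DMSO below 75%, the collection mean minus 3 SD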;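 note: signal is porphyrin accumulated inside mitochondria; 100% equals median channel fluorescence of DMSO control wells; lower ratio means ABCB6 inhibition with less porphyrin fluorescence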
MC4R barr agon = human MC4R agonism via beta-arrestin; P32245; U2OS MC4R beta-arrestin complementation, luminescence; percent of melanotan II response, DMSO zero; activation, % at 8.9 µM; actives 0.98% (n = 360,000); AID 540308;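 active = activation above a per-plate cutoff, the mean activation of sample wells on that plate plus 3 SD, cut at about 8% in these data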
Target sequence (P32245 whole entry, looked up): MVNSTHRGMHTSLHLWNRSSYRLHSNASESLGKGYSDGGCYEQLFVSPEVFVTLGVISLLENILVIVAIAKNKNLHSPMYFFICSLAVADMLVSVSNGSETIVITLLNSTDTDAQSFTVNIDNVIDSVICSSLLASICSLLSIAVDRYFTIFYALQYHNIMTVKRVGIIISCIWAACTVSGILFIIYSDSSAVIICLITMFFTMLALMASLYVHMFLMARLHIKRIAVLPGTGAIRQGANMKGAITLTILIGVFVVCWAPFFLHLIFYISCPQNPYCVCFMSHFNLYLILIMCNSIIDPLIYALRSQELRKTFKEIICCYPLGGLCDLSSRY
ABHD5-PLIN5 inh = ABHD5-PLIN5 protein interaction inhibition; Q00G26+Q8WTS1; Split G. princeps luciferase complementation, luminescence, 4 h; inhibition, % at 4 µM; actives 0.78% (n = 360,000);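 active = inhibition above the mean inhibition across every tested compound plus 3 SD, cut at about 22% in these data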;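 note: 0% = DMSO only wells and the 100% control is not disclosed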
m5-HT2A agonist = agonists of mouse serotonin 5-HT2A receptor (HTR2A) | CHO-K1 mHTR2A beta-arrestin complementation, luminescence; percent of 30 µM serotonin response | AID 624169 | activation, % at 7.6 µM | actives 0.66% (n = 360,000);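 active = activation above a run cutoff, the mean activation of all tested compounds plus 3 SD, cut at about 14% in these data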;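 note: 0% = plate median of compound wells and 100% = 30 µM serotonin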
Target sequence (P35363 whole entry, looked up): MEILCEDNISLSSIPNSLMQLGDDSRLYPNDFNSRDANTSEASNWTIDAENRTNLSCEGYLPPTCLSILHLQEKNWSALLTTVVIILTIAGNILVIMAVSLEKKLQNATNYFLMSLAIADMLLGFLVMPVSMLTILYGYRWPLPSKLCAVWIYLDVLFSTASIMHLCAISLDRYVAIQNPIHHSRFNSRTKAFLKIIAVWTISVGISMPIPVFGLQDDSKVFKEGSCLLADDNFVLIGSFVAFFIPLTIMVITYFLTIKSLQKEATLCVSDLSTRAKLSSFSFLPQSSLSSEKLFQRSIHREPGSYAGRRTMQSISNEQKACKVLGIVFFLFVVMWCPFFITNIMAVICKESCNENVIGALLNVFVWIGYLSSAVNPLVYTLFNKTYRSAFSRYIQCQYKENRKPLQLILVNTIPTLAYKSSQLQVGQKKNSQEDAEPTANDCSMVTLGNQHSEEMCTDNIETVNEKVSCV
MC4R antag cAMP = blocks human MC4R cAMP signaling | P32245 | MC4R-expressing cells, MTII-stimulated cAMP, LANCE TR-FRET | inhibition, % at 6.5 µM | actives 0.48% (n = 360,000);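 active = inhibition above its plate's cutoff, the mean of tested wells on that plate plus 3 SD, cut at about 29% in these data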;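 note: 0% = Melanotan II alone and 100% = Melanotan II plus saturating MCL0020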
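Assay system: U2OS-MC4R stable cell line; Also added: Melanotan II; Technique: Eu-cAMP/anti-cAMP TR-FRET, emission 671 nm; Times: 30-min compound, 1-h challenge, 1-h detection, room temperature.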
aDG glyco act = alpha-DG glycosylation activation. Pro5-aDG cells, alpha-DG glycosylation AlphaScreen (IIH6); 0% Pro5, 100% B10-LARGE cell signal. activation, % at 10 µM. actives 0.22% (n = 360,000);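 active = activation of at least 8% versus controls, or a plate z-score of at least 8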;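 note: Pro5 are CHO cells carrying HIG-tagged alpha-DG that lacks glycosylation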
* = called active by the depositor; / = not tested or not shown.

SMILES	Cardio protect	Glyco luc inh	iPSC survival up	Granule exo inh	ABCB6 inh MLPCN	MC4R barr agon	ABHD5-PLIN5 inh	m5-HT2A agonist	MC4R antag cAMP	aDG glyco act
Cc1ccc(S(=O)(=O)CCC(=O)OCC(=O)NCc2ccc(F)cc2)cc1	2	0	-1.2	4	101	-0.6	4	-1	9	-0.1
Cc1nc(NC(=O)CCl)sc1C(=O)N(C)C	-7	-5	-2.3	-3	86	-4.3	2	-3	3	0.6
CN(C)C(CNC(=O)C1CC(=O)N(Cc2ccccc2)C1)c1ccccc1 (stereo unspecified)	4	1	2.5	10	100	-2.4	2	2	14	0.4
COc1cccc(C(C)NC(=O)c2ccncc2)c1 (stereo unspecified)	6	1	-0.4	-10	97	1.8	-1	-2	14	-0.1
CC(C)NC(=O)N(C)C[C@@H]1OCc2cnnn2CCCC(=O)N([C@@H](C)CO)C[C@H]1C	8	4	-1.7	0	97	-0.1	-1	3	8	-0.2
CCOc1ccc(C2C(C(=O)c3ccco3)=C(O)C(=O)N2CCCn2ccnc2)cc1 (stereo unspecified)	-3	2	3.8	-2	99	-0.3	1	-2	2	0.1
Cc1ccc(/C=N/NC(=O)c2nc3nc(C)cc(C)n3n2)cc1	2	1	3.6	-1	108	0.3	6	3	1	-0.2
CN(CCc1ccccc1)C(=O)c1ccc(NC(=O)Cc2cccc(NC(=O)C3CCN(C(=O)c4ccccc4)CC3)c2)cc1	-6	0	-0.4	-1	95	0.2	-1	-6	5	0.0
CC1CCCCN1C(=O)c1ccc(CS(=O)(=O)Cc2ccccc2)cc1 (stereo unspecified)	-8	/	-0.3	1	94	-2.0	-7	1	1	0.7
O=[n+]1c2c(n([O-])c3ccccc31)CCCC2	-1	-4	0.5	1	94	0.3	-3	0	-6	-0.1
Cc1nnc(SCC(=O)Nc2ccc3[nH]c(=O)[nH]c3c2)s1	5	2	-0.1	-2	97	-1.4	-2	6	-2	0.0
CCN1CCN(CC(=O)c2cc(OC)c(OC)c(OC)c2)CC1	5	1	0.1	9	97	-1.2	-2	-2	-2	0.0
CCCCCN1CC(O)=C(c2ccccc2)C1=N	9	0	-0.6	-2	92	-2.1	-4	5	-3	-0.1
COc1ccc2nc3oc(C(=O)N4CCC(C(N)=O)CC4)cc3cc2c1	0	2	0.4	6	96	0.6	4	6	-7	0.2
O=S(=O)(c1ccccc1)c1nc(-c2ccco2)oc1N1CCOCC1	6	1	3.2	-5	98	-0.9	-7	-3	-2	-0.5
CC(=O)c1cccc(NC(=O)Oc2ccccc2)c1	10	1	-1.2	-6	96	-0.6	-1	-2	1	-0.2
O=C(NCc1ccccc1Br)c1cccc2c1C(=O)c1ccc(N3CCC(Cc4ccccc4)CC3)cc1S2(=O)=O	0	-3	-1.3	-1	188	0.3	-7	3	0	-0.4
O=C(NC1CCCC1)c1ccc(COCC(F)(F)F)o1	-2	4	1.5	-4	103	-1.2	-2	7	-1	-0.3
COC(=O)[C@@H]1CCCN1C(=O)CCc1nnc(C2CCCCC2)o1	-2	0	-1.5	-1	103	-2.0	-1	1	2	0.4
O=C(Nc1cccc(F)c1)NC1(C(=O)N2CCN3CCCC3C2)CCCCC1 (stereo unspecified)	10	2	-1.8	-4	93	-1.6	3	-4	13	0.0
Cc1csc(NC(=O)c2ccc3nc[nH]c3c2)n1	-10	-11	-0.6	-12	103	1.5	-5	2	4	0.1
C/C(NC(=O)c1cccs1)=C1\C(=O)C[C@@H]2[C@H]1C2(C)C	-1	2	-2.6	-5	79	-0.7	-3	3	-11	-0.1
CCCCc1cn([C@@H](CCCCN)C(=O)N2CCNCC2)nn1	0	2	0.8	9	99	-2.0	-5	-5	-5	0.0
Cc1ccc(NC(=O)C(=O)NCCCN2CCOCC2)c(C)c1	-2	1	-0.4	1	96	1.7	0	1	10	0.0
CN(C)c1ccc(/C=N/NC(=O)COc2ccccc2)cc1	-2	1	0.3	10	98	-2.3	1	-1	14	0.4
Nc1nc(COC(=O)C2CCN(C(=O)c3ccc(Cl)cc3)CC2)nc(Nc2ccccc2)n1	0	0	-0.3	1	101	-3.9	-9	-6	3	0.2
O=C(C1=COCCO1)N1CCN(C(c2ccccc2)c2ccccc2)CC1	-5	-3	-0.1	-4	104	-1.6	5	-3	9	-0.1
CC(=O)C1=C(O)C(=O)N(C2CCCCC2)C1c1ccccc1 (stereo unspecified)	8	0	0.8	5	98	1.7	-6	-1	6	-0.1
O=S(=O)(c1ccccc1Br)N1CCN(c2ncccn2)CC1	7	0	-0.3	-10	94	-1.4	-1	3	12	0.0
Cc1ccc(N2C(=O)C3C4C=CC(CNC(=S)N5CCN(c6ccccn6)CC5)(O4)C3C2=O)cc1 (stereo unspecified)	-1	0	0.1	14	94	-2.5	8	-5	21	0.3
CCc1ccccc1NC(=O)NCc1ccccn1	7	2	0.1	0	102	-0.6	1	1	-3	0.3
CCc1ccc(Oc2cc(C)nc(N)n2)cc1	-11	-2	1.0	0	95	-1.3	-9	-5	1	-0.1
COc1ccc(C(=O)NC2CCCc3c2cnn3-c2ccccc2F)o1 (stereo unspecified)	0	-7	-0.5	-3	100	3.6	4	-7	12	0.1
O=C1/C(=C/c2ccc(O)c(O)c2)Oc2cc(O)ccc21	12	2	-1.7	15	252	1.0	7	-4	-33	-0.2
Cc1ccccc1NC(=O)CN1C(=O)COc2ccc(S(=O)(=O)N3CCCC3)cc21	2	-1	1.3	-4	96	0.1	-5	6	-5	-0.3
CS(=O)(=O)Nc1cccc(C(=O)CC2(O)C(=O)Nc3ccccc32)c1 (stereo unspecified)	-1	-1	-1.8	-3	99	-1.6	4	0	6	0.2
C/C(=N\O)c1ccn(S(=O)(=O)c2ccc(Cl)cc2)c1	-3	1	0.4	-12	98	-1.4	4	2	6	0.0
COc1ccc(C(c2nnnn2-c2c(C)cccc2C)N2CCN(C/C=C/c3ccccc3)CC2)cc1 (stereo unspecified)	-1	-4	-0.7	3	97	/	-2	-9	/	-0.1
CCCC(=O)N1CCC1(C)C(=O)Nc1cc(OC)c(OC)c(OC)c1 (stereo unspecified)	-6	9	-0.4	2	95	-1.8	-7	1	5	-0.3
Cc1ccc2c(c1)[nH]c1c(=O)n(CCCN3CCOCC3)cnc12	-10	-2	1.3	-5	98	-0.5	4	-6	5	0.1
COc1ccc2c3c(c(=O)oc2c1OCC(N)=O)CCCC3	18	-2	-1.3	3	100	0.0	-2	2	-2	-0.4
CC(=O)Nc1ncc(Cc2cc(Cl)ccc2Cl)s1	-8	4	4.4	-4	106	-1.1	0	4	22	0.2
CSc1ccc(/C=N/N2CCN(Cc3ccccc3Cl)CC2)cc1	-10	3	2.0	-3	101	1.0	-3	-1	12	-0.2
CN(C)c1ncc(S(=O)(=O)c2ccc(Cl)cc2)c(-c2ccccc2)n1	-10	-3	-1.9	0	100	-2.4	-6	0	-1	3.2
COc1ccccc1NC(=O)C(Sc1ccccc1)c1ccccc1 (stereo unspecified)	-5	-1	2.8	-5	98	0.4	-9	-7	-1	0.0
CCOc1ccc(NC(=O)c2ccc(NCC(=O)N3CCCCCC3)cc2)cc1	-14	2	-2.1	-3	101	0.3	2	4	-6	0.6
COC(=O)[C@@]1(Cc2ccc(F)cc2)[C@H]2c3cc(C(=O)N(C)C)n(CCN4CCOCC4)c3C[C@H]2CN1C(=O)c1ccccc1	/	/	-0.4	3	125	/	4	0	/	0.3
CCC12CCCN3CCC4(C(=C(C(=O)OC)C1)Nc1ccccc14)C32 (stereo unspecified)	-20	2	-1.7	-1	97	10*	4	1	-9	-0.2
Cc1nnsc1C(=O)N1CCCC(Nc2ccc(F)c(F)c2)C1 (stereo unspecified)	1	0	-0.6	-5	102	-1.7	-1	0	1	0.4
CC(C)(C)OC(=O)C[C@@H]1C/C=C\C[C@@H](CC(=O)N[C@H](CO)Cc2ccccc2)C(=O)NCCOC1=O	12	1	-1.7	-4	99	-1.4	-4	1	11	0.5
c1ccc(CSc2ncnc3ccccc23)cc1	13	-6	0.8	-1	99	0.6	-4	-5	7	0.5
C=CSc1sc(Cl)c(N2CCOCC2)c1[N+](=O)[O-]	-2	-3	2.6	1	566	-0.1	1	2	0	1.1
CC(=O)c1cccc(S(=O)(=O)N2CCCC(c3nc4c(nnn4Cc4cccc(Cl)c4)c(=O)[nH]3)C2)c1 (stereo unspecified)	-1	1	0.2	50	91	-0.2	-2	1	-18	-0.2
O=c1cc(O)c(-c2ccccc2)c(Cl)[nH]1	14	0	0.2	-2	91	-1.0	4	-2	3	-0.4
COc1ccc(-c2cn(Cc3ccc(C(N)=O)cc3)c(CCN)n2)cc1	11	1	5.2	8	102	0.0	-3	7	2	0.1

Filtered by structure: the compounds so far with an aryl methoxy group.
SMILES	Cardio protect	Glyco luc inh	iPSC survival up	Granule exo inh	ABCB6 inh MLPCN	MC4R barr agon	ABHD5-PLIN5 inh	m5-HT2A agonist	MC4R antag cAMP	aDG glyco act
COc1cccc(C(C)NC(=O)c2ccncc2)c1 (stereo unspecified)	6	1	-0.4	-10	97	1.8	-1	-2	14	-0.1
CCN1CCN(CC(=O)c2cc(OC)c(OC)c(OC)c2)CC1	5	1	0.1	9	97	-1.2	-2	-2	-2	0.0
COc1ccc2nc3oc(C(=O)N4CCC(C(N)=O)CC4)cc3cc2c1	0	2	0.4	6	96	0.6	4	6	-7	0.2
COc1ccc(C(=O)NC2CCCc3c2cnn3-c2ccccc2F)o1 (stereo unspecified)	0	-7	-0.5	-3	100	3.6	4	-7	12	0.1
COc1ccc(C(c2nnnn2-c2c(C)cccc2C)N2CCN(C/C=C/c3ccccc3)CC2)cc1 (stereo unspecified)	-1	-4	-0.7	3	97	/	-2	-9	/	-0.1
CCCC(=O)N1CCC1(C)C(=O)Nc1cc(OC)c(OC)c(OC)c1 (stereo unspecified)	-6	9	-0.4	2	95	-1.8	-7	1	5	-0.3
COc1ccc2c3c(c(=O)oc2c1OCC(N)=O)CCCC3	18	-2	-1.3	3	100	0.0	-2	2	-2	-0.4
COc1ccccc1NC(=O)C(Sc1ccccc1)c1ccccc1 (stereo unspecified)	-5	-1	2.8	-5	98	0.4	-9	-7	-1	0.0
COc1ccc(-c2cn(Cc3ccc(C(N)=O)cc3)c(CCN)n2)cc1	11	1	5.2	8	102	0.0	-3	7	2	0.1
